Dyrk1A ADPGlo: blocks rat Dyrk1A kinase activity. 0.43% of 310,000 active. inhibition, % at 12.5 µM. Q63470. ADP-Glo luminescence, NFATc1 peptide; in the data active = inhibition above about 50%;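 also: plate controls were vehicle with enzyme for no effect and no enzyme for full effect; many of its hits are not listed in these tables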
GSK3A inh: human GSK-3 alpha kinase inhibition. ADP-Glo luminescence, 60 min. P49840. inhibition, % at 10 µM. AID 2650. 0.1% of 320,000 active;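 in the data active = inhibition above about 50%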;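 also: GST-tagged GSK-3 alpha with peptide substrate and 25 µM ATP; 0% = DMSO neutral wells and 100% = GW8510 positive control wells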
Target sequence (P49840 whole entry, looked up): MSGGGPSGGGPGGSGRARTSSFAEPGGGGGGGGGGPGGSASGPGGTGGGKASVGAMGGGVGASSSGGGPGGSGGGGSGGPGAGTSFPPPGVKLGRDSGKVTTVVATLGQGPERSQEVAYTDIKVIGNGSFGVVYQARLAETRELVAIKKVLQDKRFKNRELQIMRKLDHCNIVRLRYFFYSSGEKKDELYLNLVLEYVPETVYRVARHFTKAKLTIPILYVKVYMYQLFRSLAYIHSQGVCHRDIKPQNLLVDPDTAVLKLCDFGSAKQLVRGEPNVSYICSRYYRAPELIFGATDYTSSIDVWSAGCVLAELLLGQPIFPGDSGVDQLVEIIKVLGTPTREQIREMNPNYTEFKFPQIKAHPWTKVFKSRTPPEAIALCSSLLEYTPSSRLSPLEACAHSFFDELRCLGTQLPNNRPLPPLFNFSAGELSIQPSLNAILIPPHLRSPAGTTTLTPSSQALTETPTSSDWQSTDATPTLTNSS
Active calls of the source: *. Some of the compounds tested (hit frequency here may not be typical).

Dyrk1A ADPGlo,GSK3A inh,canonical_smiles
15,3,COc1cccc2sc3cc(NCCCN4CCOCC4)ccc3c(=O)c12
6,4,Cc1ccc(S(=O)(=O)CC(=O)N2CCN(c3ccc([N+](=O)[O-])cc3)CC2)cc1
20,2,NC(=O)c1ccc(NC(=O)COC(=O)c2cc3ccccc3cc2O)cc1
-1,-1,Oc1ccc(C23CCCC2C2(CCCC2)c2ccc(O)cc2O3)c(O)c1 (stereo not given)
-1,8,CCN1C(N(C)CCc2c[nH]c3ccccc23)=N[C@@H](c2cccc(C(F)(F)F)c2)C(C(=O)OC)=C1C
-7,0,CC(C)(O)CC[C@@H](O)[C@](C)(O)C1CC[C@@]2(O)C3=CC(=O)[C@@H]4C[C@@H](O)[C@@H](O)C[C@]4(C)C3CC[C@]12C (stereo not given in full)
7,-1,N#CCCN(C(=O)CN1c2cccc3cccc(c23)S1(=O)=O)c1ccccc1
-2,0,COc1ccc(C(CNC(=O)c2cccc(NC(=O)c3cccs3)c2)N2CCCC2)cc1 (stereo not given)
5,-2,C[C@H](CO)N1C[C@H](C)[C@H](CN(C)S(C)(=O)=O)Oc2c(cccc2N(C)C)C1=O
6,1,CCOc1ccccc1-c1nnc(SCC(=O)NC2(C#N)CCCC2)o1
4,4,O=C(/C=C/c1cccc([N+](=O)[O-])c1)OCC(=O)N1CCOCC1
1,-2,O=C(Cn1cc([N+](=O)[O-])ccc1=O)Nc1ccc2c(c1)OCO2
-7,-4,Cc1nnc(SCC2=C(C(=O)O)N3C(=O)C(NC(=O)COc4ccc(F)cc4)C3SC2)s1 (stereo not given)
5,-1,C[C@H](NC(=O)c1[nH]cnc1C(=O)Nc1nccs1)c1ccccc1
-2,2,CC1CCCC(NC(=O)CN(C)CC(=O)Nc2ccc(F)cc2)C1C (stereo not given)
-4,-7,COc1ccc(OC)c(/C=C/C(=O)Nc2cccc(S(=O)(=O)NC3=NCCCCC3)c2)c1
-2,2,S=C(S)N1CCCC1
2,-2,O=C(COC(=O)c1ccc(OC(F)F)cc1)NC(=O)NC1CCCC1
3,0,CN(C(=O)COC(=O)c1ccccc1OCc1ccc(F)cc1)C1CCS(=O)(=O)C1 (stereo not given)
-1,-2,Cc1ccc(S(=O)(=O)N2[C@@H](c3ccccc3F)C(C(=O)O)=CC[C@H]2c2ccc3c(c2)OCO3)cc1
0,-3,CC(C)NC(=O)Nc1cccc2c1O[C@H](CN(C)S(C)(=O)=O)[C@@H](C)CN([C@H](C)CO)C2=O
0,-1,COc1cccc(CN(C)C(=O)CCN=C2NS(=O)(=O)c3ccccc32)c1
-7,-3,CCCN1CCN(C(=O)c2ccc(F)c(S(=O)(=O)N3CCOCC3)c2)CC1
7,0,Cc1ccc(S(=O)(=O)N2CCOCC2)cc1C(=O)Nc1ccc2c(c1)OCCO2
7,0,O=C(COC(=O)c1cccnc1Cl)c1ccc(Cl)s1
-1,2,CC(NC(=O)CN1C(=O)NC2(CCCCC2C)C1=O)c1ccccc1 (stereo not given)
2,-4,Cn1cnnc1SCC(=O)NC1CC1
2,6,O=C(CSc1nc2ccccc2c(=O)n1-c1ccccc1F)NC1CC1
14,3,Cc1ccc(CNC(=O)Cn2cnc3c(NC(=O)OCc4ccccc4)ncnc32)o1
2,0,NS(=O)(=O)c1cc(Cl)c(Cl)c(S(N)(=O)=O)c1
-8,-2,CCOc1ccc(S(=O)(=O)Nc2ccccc2C(=O)N(C)C2CCN(C)CC2)cc1
-7,10,O=C(c1c(O)cc(O)cc1O)C1c2c(cc(O)c3c2O[C@H](c2ccc(O)cc2)[C@@H](O)C3)OC1c1ccc(O)cc1 (stereo not given in full)
6,-1,CCOC(=O)[C@H]1[C@H]2COc3ccc(Br)cc3[C@@H]2N2C(=O)[C@H](C)NC(=O)[C@@]12C
1,-2,COc1ncc(C2=CC(=O)CC(C)(C)C2)cn1
-3,-7,COc1ccc(C)cc1S(=O)(=O)NNc1nc(C)cc(C)n1
0,4,COc1cccc(-n2cnnc2SCC(=O)NC2CC2)c1
6,1,O=C(CCC(=O)N1CCOCC1)NCc1cccc(C(F)(F)F)c1
-4,-2,Cc1ccc(SCC(=O)NC(=O)c2ccccc2Br)c(C)c1
-2,-5,O=C(COC(=O)c1cc(=O)[nH]c2ccccc12)Nc1ccc(F)cc1
6,8,COc1ccc(NC(=O)N(C)C[C@H]2Oc3ccc(NC(=O)NC(C)C)cc3C(=O)N([C@H](C)CO)C[C@@H]2C)cc1

5 entries from above, tab-delimited:
Molecule	Dyrk1A ADPGlo	GSK3A inh
CC1CCCC(NC(=O)CN(C)CC(=O)Nc2ccc(F)cc2)C1C (stereo not given)	-2	2
COc1ccc(OC)c(/C=C/C(=O)Nc2cccc(S(=O)(=O)NC3=NCCCCC3)c2)c1	-4	-7
S=C(S)N1CCCC1	-2	2
O=C(COC(=O)c1ccc(OC(F)F)cc1)NC(=O)NC1CCCC1	2	-2
CN(C(=O)COC(=O)c1ccccc1OCc1ccc(F)cc1)C1CCS(=O)(=O)C1 (stereo not given)	3	0

(further entries)
Dyrk1A ADPGlo,GSK3A inh,canonical_smiles
8,0,C=CC[C@H](CC(=O)NCCO)C(=O)N[C@H](COC(=O)[C@@H](CC=C)CC(=O)OC(C)(C)C)Cc1ccccc1
-1,-1,CC(C)c1cccc(C(C)C)c1NC(=O)CCN1C(=O)NC2(CCCC2)C1=O
5,-1,O=C(NC1CC1)c1sc2cc(F)ccc2c1Cl
-5,-1,Cn1c(-c2ccc(C(F)(F)F)cc2)cc2onc(-c3ccccc3)c2c1=O
-1,0,O=C1N[C@H](Cc2ccccc2)COC(=O)[C@H](Cc2ccc(F)cc2)C/C=C\C[C@H]1CC(=O)N(CCO)Cc1ccccc1
-7,-2,NS(=O)(=O)c1cccc(NC(=O)CN2C(=O)C(=O)N(Cc3ccccc3)C2=O)c1
2,-1,CNC[C@@H]1Oc2ccc(NC(=O)Nc3ccccc3)cc2C(=O)N([C@@H](C)CO)C[C@H]1C
-2,-2,CC(OC(=O)C1CC(=O)N(Cc2ccco2)C1)C(=O)Nc1ccccc1[N+](=O)[O-] (stereo not given)
-3,0,CC(=O)Nc1cc(C(=O)CSc2nnc(C3CC3)n2C2CC2)ccc1O
2,2,CCN(CC)S(=O)(=O)c1ccc(N2CCCC2)c(NC(=O)c2ccc([N+](=O)[O-])o2)c1
1,-2,CC(NC(=O)C(NS(=O)(=O)c1cccs1)C(C)C)c1ccc(S(N)(=O)=O)cc1 (stereo not given)
3,-1,CCOc1ccc(C(=O)NCC(=O)N2CCCCCCC2)cc1
3,-1,CC(CC(=O)OCC(=O)NC1CCS(=O)(=O)C1)c1ccccc1 (stereo not given)
2,-6,COCCC(C(=O)Oc1c(C(C)(C)C)cc(C)cc1C(C)(C)C)c1ccccc1 (stereo not given)
6,-2,CCC1(c2ccccc2)NC(=O)N(C)C1=O (stereo not given)
1,2,N#Cc1cc(C#N)c(SCC(=O)N2CC(=O)Nc3ccccc32)nc1N
1,-1,COc1ccccc1CNC(=O)c1cc(-c2ccccc2C)nn1CC1CC(c2cccnc2)=NO1 (stereo not given)
-3,-4,O=C(COC(=O)c1cccc(F)c1)Nc1ccc2c(c1)OCCO2
9,-5,CC1(c2ccc(OC(F)F)cc2)NC(=O)N(CC(=O)NC2CCCC2)C1=O (stereo not given)
-9,-1,Cc1ccc(C)c(NC(=O)COC(=O)c2ccc(S(=O)(=O)N3CCCCC3)cc2)c1

Structures above that have a cyano group (three):
Dyrk1A ADPGlo,GSK3A inh,canonical_smiles
7,-1,N#CCCN(C(=O)CN1c2cccc3cccc(c23)S1(=O)=O)c1ccccc1
6,1,CCOc1ccccc1-c1nnc(SCC(=O)NC2(C#N)CCCC2)o1
1,2,N#Cc1cc(C#N)c(SCC(=O)N2CC(=O)Nc3ccccc32)nc1N

(continued)
Dyrk1A ADPGlo,GSK3A inh,canonical_smiles
7,-2,Cc1ccc(NC(=O)c2ccccc2)cc1C
9,5,CC(C)(C)C1CCC(CN2C(Nc3ccccc3)=NC[C@@H]2Cc2ccccc2)CC1 (stereo not given in full)
9,11,Cc1nc(SCc2nc3ccc([N+](=O)[O-])cc3[nH]2)c2oc3ccccc3c2n1
0,4,COc1ccc(Cl)cc1NC(=O)CN(C)C(=O)Cn1[nH]c(=O)c2ccccc2c1=O
-4,-3,NC(=O)C1CCN(c2ccc(S(=O)(=O)N3CCCCC3)cc2[N+](=O)[O-])CC1
4,-4,Cc1cccc(C)c1NC(=O)COC(=O)[C@@H]1CCCN1C(=O)c1cccs1
7,-3,O=C(Nc1cc(S(=O)(=O)N2CCCCC2)ccc1Cl)c1ccncc1
-5,2,Nc1nc(-c2ccc(S(=O)(=O)N3CCCCC3)cc2)cs1
-3,2,Cc1cc(NC(=O)c2ccc(-c3ccccc3[N+](=O)[O-])o2)no1
3,5,NC(=O)c1cc([N+](=O)[O-])ccc1NCc1ccc(F)cc1
-1,0,CN(C)S(=O)(=O)c1cccc(NC(=O)C2CCN(S(=O)(=O)c3cccs3)CC2)c1
-2,0,CC(C)(C)c1ccc(C(=O)CCC(=O)OCC(=O)NCCc2ccc(S(N)(=O)=O)cc2)cc1
11,1,Cc1noc(C)c1S(=O)(=O)N(C)C[C@H]1Oc2ccc(NC(=O)NC3CCCCC3)cc2C(=O)N([C@H](C)CO)C[C@@H]1C
-8,1,Cc1cc(C)n2nc(SCC(=O)NC(=O)c3ccccc3)nc2n1
0,-3,CN(CC(=O)Nc1ccc(Cl)cc1)C(=O)CNC(=O)c1cccs1
-2,3,NC(=O)c1cc([N+](=O)[O-])ccc1NCC1CCCCC1
4,3,C[C@H](CO)N1C[C@H](C)[C@@H](CN(C)CC2CCCCC2)Oc2c(NS(=O)(=O)c3ccccc3)cccc2C1=O
-5,2,CC(c1nnc(SCC(=O)c2c(N)n(C3CC3)c(=O)[nH]c2=O)n1-c1ccc(F)cc1)N(C)C (stereo not given)
0,3,COC(=O)C1CCN(C(=O)c2cc(-c3ccc(Cl)s3)nc3ccccc23)CC1
3,-1,COC(=O)C1=C(C)N(Cc2ccccc2)C(=S)N[C@H]1c1cccc(C(F)(F)F)c1
-1,1,O=C1C=C(Nc2ccc(F)cc2)c2ccccc2C1=O
2,0,CCOC(=O)c1cccc(N2CC3CNC(=O)C2(C(=O)OC)N3C)c1 (stereo not given)
-3,3,Cc1ccc(C)c(NC(=O)CN(C)C(=O)c2ccc3c(=O)n4c(nc3c2)CCC4)c1
-4,-2,Cc1ccc(Oc2ccc(S(=O)(=O)Nc3ccc(C(=O)O)cc3)cc2)cc1
14,3,Cn1nnnc1Sc1ncnc2scc(-c3ccc([N+](=O)[O-])cc3)c12
-1,-3,Cc1cnc(C(=O)N2CCN(S(=O)(=O)c3cccc(Br)c3)CC2)cn1
0,2,COc1ccc(NC(=O)COC(=O)C2CCN(C(=O)c3ccc(Cl)cc3)CC2)c([N+](=O)[O-])c1
-4,-2,O=S(=O)(c1c(Cl)cc(Br)cc1Cl)N1CCN(C(=S)NC2CC2)CC1
2,-1,Cc1ccc(S(=O)(=O)N2CCN(CC(O)CN3CCOCC3)CC2)cc1 (stereo not given)
6,6,CCCCn1nc(C(=O)NCC(c2cccs2)N2CCOCC2)c2ccccc2c1=O (stereo not given)
11,0,C[C@@]12CCC3[C@@](CCC4[C@@]3(C)CCC[C@@]4(C)C(=O)Nc3ccc(Cl)cc3)(CC1=O)C2 (stereo not given in full)
-2,0,CCOc1ccc(-c2nnc(SCC(=O)NC3CC3)o2)cc1
0,5,CNc1snc(C)c1C(=O)OCC(=O)c1cc(F)ccc1OC
-2,0,C=CCC[C@H](Cc1ccc(F)cc1)C(=O)OC[C@@H](Cc1c[nH]c2ccccc12)NC(=O)[C@@H](CC=C)CC(=O)N[C@H](CO)Cc1ccccc1
0,1,COc1ccc(S(=O)(=O)N2CCCCC2)cc1NC(=O)C1CC(=O)N(Cc2ccco2)C1 (stereo not given)
3,8,CCc1ccccc1OCC(=O)OCC(=O)Nc1cc(C)on1
6,16,C=CC(=O)N1CCCC(Nc2nc(Nc3ccc(N(C)C(=O)CC)cc3C)nc3nc[nH]c23)C1 (stereo not given)
4,-5,CC1CCN(C(=O)c2ncn(Cc3ccccc3)c2C(=O)N2CCC(C)CC2)CC1
-3,-1,Cc1occc1C(=O)Nc1cccc(S(=O)(=O)N2CCOCC2)c1
0,2,O=C(c1ccc(F)cc1)c1ccc(OCC(=O)N2CCOCC2)cc1
1,-1,CS(=O)(=O)c1cccc(-c2csc(N3CCC(C(N)=O)CC3)n2)c1
-4,1,Cc1ccc(S(=O)(=O)NCC(=O)OCC(=O)NC2CCCCC2)cc1
1,-4,COc1ccc([C@H]2CC(=O)C=C(C#CC(C)(C)C)C2)cc1
-1,-1,CCCCN(C(=O)c1cc2ccccc2o1)c1c(N)n(CCCC)c(=O)[nH]c1=O
1,2,CC(=O)c1c(C)[nH]c(C(=O)OCC(=O)Nc2c(C)cccc2C)c1C
-5,-1,COc1ccccc1N(CC(=O)Nc1cc(S(=O)(=O)N(C)C)ccc1C)S(=O)(=O)c1cccs1
-5,-2,O=C(NCC(=O)N1CCCCCCC1)c1ccco1
2,-1,Cc1ccc(C)c(OCC(=O)N(C)CC(=O)Nc2ccc(Cl)c(C(F)(F)F)c2)c1
9,-2,COc1ccc2sc(-c3ccc(SC)cc3)c(-c3ccc(O)cc3)c2c1
1,0,Cc1ccc(NC(=O)c2c(C)noc2C)cc1S(=O)(=O)N1CCOCC1
-3,0,CSc1nc(N)nc2c1ncn2CC(=O)NCc1ccccc1

In another format: three of the compounds above.
| molecule | Dyrk1A ADPGlo | GSK3A inh |
| --- | --- | --- |
| CC(=O)c1c(C)[nH]c(C(=O)OCC(=O)Nc2c(C)cccc2C)c1C | 1 | 2 |
| COc1ccccc1N(CC(=O)Nc1cc(S(=O)(=O)N(C)C)ccc1C)S(=O)(=O)c1cccs1 | -5 | -1 |
| O=C(NCC(=O)N1CCCCCCC1)c1ccco1 | -5 | -2 |

Source: PubChem (Broad Institute)
